Screening data: PubChem, National Center for Advancing Translational Sciences (NCATS)
BRCA1 expr act – activators of BRCA1 expression; 380,000 compounds, 1.1% hits; MCF7-BRCA1-FFLuc reporter, luminescence, 48 h; response scale: scaled: vehicle 0%, 10 µM genistein 100%; Potency, µM (series often up to 46.1 µM), for the others: at the highest dose activation, hits mostly activators; AID 624202; active = well fitted activation curve with a large enough effect; inconclusive = small, poorly fitted or top-dose-only effect; inactive = no such curve, though single readings can be large or run the other way; note: nearly all actives have a fitted effect of over 80% in size; some results filed as inactive show a strong effect at the top dose
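Activators of BRCA1 expression were detected as increased firefly luciferase luminescence in engineered MCF7 cells after 48 h compound incubation. Signals were scaled to genistein 10 microM as full activation.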
Numbers without * were called inactive; ? = inconclusive; [ ] = another dose, or the depositor's remark. Potency is the fitted concentration of half-maximal effect. The list is partial; count on the stated rates, not on these rows.

compound	BRCA1 expr act
CN(Cc1ccccc1)C(=O)c1ccc2sc([C@@H]3O[C@H](CO)[C@H](O)[C@H](O)[C@H]3O)nc2c1	0.0%
CCc1nc2ccc(C(=O)N3CCN(C)CC3)cn2c1N(CCC(C)C)CCN(C)C	28.8%
Cc1ccc(OCC(=O)Nc2ccc3c(c2)nc(CCN2CCN(c4ccccn4)CC2)n3C)cc1	-49.8%
COc1ccc(S(=O)(=O)N(C)C)cc1NC(=O)COc1ccc2c(c1)CCC2	-12.2%
CC(C)CC(N)c1csc(Nc2ncccn2)n1 (configuration not stated)	-30.9%
C[C@@H]1CN([C@@H](C)CO)C(=O)CCCn2cc(nn2)CO[C@H]1CN(C)S(=O)(=O)c1ccc(Cl)cc1	19.0%
C#CCN(C[C@H]1[C@H](OC(=O)NC2CCCC2)[C@H](OC(=O)NC2CCCC2)C[C@@H](C(=O)OC)[C@H]1C(=O)OC)S(=O)(=O)c1ccc(C)cc1	-29.1%
NC(=O)c1cccc(-c2ccnc3c2CC(C(=O)NCc2ccco2)O3)c1 (configuration not stated)	-32.2%
O=c1[nH]c(=S)[nH]c2c1C(c1ccc(Cl)c(Cl)c1)OC(CCc1ccccc1)C2 (configuration not stated)	-66.4%[inhibitor]
Cc1ccc(Nc2nc(-c3ccc(S(=O)(=O)N4CCOCC4)cc3)cs2)cc1	-61.8%
O=C(c1cc(-c2ccccc2)on1)N(Cc1cccnc1)C(c1ccccn1)c1nc2ccccc2[nH]1 (configuration not stated)	-17.9%
COc1ccc(Cn2cc(Cn3c4ccccc4c(=O)n3C(C)C)nn2)cc1	6.1%
CC(C)c1ccc([C@@H]2O[C@H](CCc3ccccc3)Cc3[nH][nH]c(=O)c32)cc1	0.0%
Cc1noc(C)c1C(=O)OCC(=O)NC(=O)c1ccc(C(C)(C)C)cc1	31.2%
N#Cc1c(NC(=O)CN2C(=O)c3ccccc3C2=O)oc(-c2ccccc2)c1-c1ccccc1	19.8%
Cc1sc2ncnc(N3CCC(C(=O)N(C)CC(=O)Nc4cccc(F)c4)CC3)c2c1C	-16.0%
Cc1ccccc1CNC(=O)C(C)Sc1ccccc1 (configuration not stated)	-2.1%
Cc1ccc(CNC(=O)c2[nH]c(C(F)(F)F)nc2-c2ccccc2)cc1	0.0%
CCN1CCC(C(=O)NC(c2ccc(F)cc2)c2ncccc2C)CC1 (configuration not stated)	7.4%
COc1cc(/C=C/C(=O)OCC(=O)N2CCCCCC2)cc(OC)c1OC	-32.7%
Cc1ccc(S(=O)(=O)N2Cc3ccccc3CC2C(N)=O)cc1 (configuration not stated)	-3.8%
COc1ccc([C@H]2C[C@@H](O)[C@H](n3cc(-c4ccc(F)cc4)nn3)CN2CC2CCCCC2)cc1	6.5%
CCCN1CNc2c(c(=O)[nH]c(=S)n2CCc2ccc(OC)cc2)C1	0.0%
O=C(C[C@H]1C(=O)N(c2ccccc2)C[C@@H]1Cc1ccccc1)Nc1ccccc1	1.4%
Cc1ccccc1CN1C(=O)C(C)Sc2ccc(-c3ccco3)cc21 (configuration not stated)	1.3%
CC1(C(=O)NCc2ccc3c(c2)OCO3)CCN1C(=O)CC1CCCC1 (configuration not stated)	7.6%
CCC/C=C/c1ccc(CN2C(C)C(=O)N(Cc3cn(CCC4OCCCO4)nn3)CCS2(=O)=O)cc1 (configuration not stated)	-4.9%
COCc1cccc(-c2csc(C(O)c3ccc(F)c(OC)c3)n2)c1 (configuration not stated)	-9.9%
O[C@H]1CN(CC2CCCCC2)[C@@H](c2ccc(Cl)cc2)C[C@@H]1n1cc(C2CC2)nn1	-63.8%
O=C(CC(=O)c1ccccc1)Nc1cccc([N+](=O)[O-])c1	?
CCCCn1nnnc1C(c1cc2ccccc2o1)N(CCC#N)Cc1ccccc1 (configuration not stated)	-6.5%
COc1cncc(-c2cnc3sc(NCCc4ccccn4)nn23)c1	-32.3%
COc1ccc(-c2c(Sc3ccccc3)c3cc(-c4ccc(OC)c(F)c4)ccc3n2C)cc1	-13.2%
CCc1ccc(-c2n[nH]nc2C2=CC(=O)C[C@H](c3ccc(F)cc3)C2)cc1	5.8%
O=C1C(=Cc2cccc(O)c2O)SC(=S)N1CCCN1CCOCC1	-20.9%
CC(C)c1ccc([C@@H]2O[C@H](C)CC3=C2C(=O)OC(C)(C)O3)cc1	11.1%
COc1ccc(CC(N)c2csc(Nc3ccccn3)n2)cc1 (configuration not stated)	12.2%
CCc1nc2ccc(C(=O)NCCC(C)C)cn2c1N(CC)CCOC	-17.0%
Cc1cn([C@H]2C[C@H](O)[C@@H](CNCc3ccc(-c4cc(Cl)ccc4C(F)(F)F)o3)O2)c(=O)[nH]c1=O	-2.8%
COc1ccc(C(NC(=O)C2CCN(Cc3ccc(Oc4ccccc4)cc3)CC2)c2ccccn2)cc1 (configuration not stated)	-15.5%
COCCNc1nc(NCc2ccccc2OC)c2sccc2n1	-19.1%
OC(c1ccccc1)c1nc(-c2ccc3c(c2)OCO3)cs1 (configuration not stated)	?
O=C(c1ccco1)N(Cc1cccs1)c1ccc(O)cc1	0.0%
C[C@H](CO)N1C[C@H](C)[C@@H](CN(C)C(=O)Nc2ccccc2F)OCc2cnnn2CCCC1=O	3.4%
COc1ccc(C#Cc2ccc3c(c2)O[C@@H](CN(C)C(=O)Nc2cccc(OC)c2)[C@H](C)CN([C@@H](C)CO)S3(=O)=O)cc1	-2.6%
Cc1ccc(-n2ncc3c(=O)n(-c4cccc(C)c4)c(=O)[nH]c32)cc1	8.5%
O=S(=O)(/N=C(/Sc1ccccc1)c1ccccc1)c1ccc(Cl)cc1	-0.1%
CCN(CC)c1c(C)nc2ccc(C(=O)N3CCN(C(=O)c4ccco4)CC3)cn12	13.6%
CCOC(=O)[C@]12CCCC=C1N(Cc1ccc3c(c1)OCO3)C(=O)[C@H](CC(=O)NCc1cccc(C(F)(F)F)c1)C2	-47.2%
Cc1ccc2c(c1)CCO[C@]21O[C@H](CCO)C[C@H](O)[C@H]1O	4.6%
c1coc(CNc2nc(NCc3ccco3)c3ccccc3n2)c1	-64.5%
CCOC(=O)C1(C)CCCN1C(=O)c1ccc(N(C)C)cc1 (configuration not stated)	9.7%
COc1ccc(OC)c(NC(=O)C2(C)CCN2C(=O)C2(c3ccc(Cl)cc3)CCC2)c1 (configuration not stated)	5.5%
CC1=C(C#N)C(C)(C)C(C#N)=C(C)N1	21.7%
COc1ccc(-c2c(C)nn3c(C(F)(F)F)cc(C)nc23)cc1	-11.9%
CC1(C)Cc2ccccc2-c2c[nH]c(=O)n21	7.6%

Continuation.
compound	BRCA1 expr act
CNc1cncc(-c2ccc(OC)cc2)n1	?
O=C(NCc1ccco1)Nc1nnc([C@H]2C[C@H](O)[C@@H](CO)O2)s1	18.4%
CCOc1ccccc1CNC(=O)C1CCN(S(=O)(=O)N2CCC(C)CC2)CC1	-6.7%
Cc1ccc(NC(=O)C2(C)CCN2C(=O)Cc2ccccc2Cl)cc1C (configuration not stated)	8.0%
COc1ccc(C(=O)N2CCCCC2c2cc(C(=O)NCc3ccccc3)no2)cc1 (configuration not stated)	-7.9%
COc1ccc(S(=O)(=O)NCc2ccccn2)cc1C	23.8%
CCCCOc1ccc(C(=O)NCC(=O)OCCCOC(=O)CNC(=O)c2ccc(OCCCC)cc2)cc1	-6.2%
CC(C)N(Cc1nnc(-c2ccccc2Cl)o1)C(=O)COc1cccc(Cl)c1	-37.5%
O=C(CNC(=O)c1ccccc1)NCC(=O)OCC(=O)c1ccc2ccccc2c1	6.2%
CCN1CCN(C(=O)c2cc(COc3ccc(F)c(F)c3)on2)[C@@H](C)C1=O	85.1%
CCNC(=O)C1CCCN(Cc2cc(-c3ccccc3)on2)CC1 (configuration not stated)	10.1%
C=CCn1nc(C(=O)OCC)cc1-c1sc(NC(=O)c2ccccc2)nc1C	-16.1%
COc1cccc(C2=CC(=O)CC(C)(C)C2=O)c1	17.0%
Fc1ccccc1N1CCN(C(c2ccnc3ccccc23)c2nnnn2-c2ccc3c(c2)OCCO3)CC1 (configuration not stated)	-27.9%
CCc1nc2c(OCCC3CCCCC3)cccn2c1N(C)C(=O)c1cccs1	-12.4%
COc1ccc(S(=O)(=O)N2CCN(Cc3ccccc3OC)CC2)cc1	-20.3%
COc1ccc(Cc2c(-c3ccc(C#N)cc3)nc3c(Cl)cc(C(F)(F)F)cn23)c(C)c1	-9.3%
COc1cc(CNC(=O)Nc2nc(C(N)c3ccccc3)cs2)cc(OC)c1OC (configuration not stated)	-9.8%
O=C(NCc1cccc(Cl)c1)c1cccc2c(-c3cccnc3)coc12	-26.4%
Cc1ccc(CN2CC(N3CCN(C4CCN(C)CC4)CC3)CS2(=O)=O)cc1 (configuration not stated)	4.8%
C[C@@H]1CN([C@H](C)CO)C(=O)CCCn2nncc2CO[C@@H]1CN(C)C(=O)Nc1ccc(N2CCCCC2)cc1	0.0%
CC1(C)CC(=O)C2=C(C1)NC(Nc1nc3ccccc3o1)=NC2c1cccc(O)c1 (configuration not stated)	-17.5%
OC(c1ccc(F)cc1)c1nc(-c2cnc3ccccc3c2)cs1 (configuration not stated)	11.2µM*
CCC(=O)N(C)C[C@H]1Oc2ncc(C#Cc3ccncc3)cc2C(=O)N([C@@H](C)CO)C[C@@H]1C	2.6%
CC[n+]1ccnc2ccccc21	-10.5%
FC(F)(F)c1cc(Cl)c2nc(-c3ccccc3)c(Cc3ccsc3)n2c1	18.0%
CC1(C)CC(Cc2ccc(C(=O)c3ccccc3)cc2)N(C(=O)OC(C)(C)C)N1 (configuration not stated)	-15.6%
COc1ccc2nc(C(c3ccc(C)cc3)n3c(-c4ccccc4Br)nc4ccccc43)[nH]c2c1 (configuration not stated)	43.4%
Nc1ccn([C@@H]2O[C@H](C(=O)Nc3cc(C(F)(F)F)cc(C(F)(F)F)c3)[C@@H](O)[C@H]2O)c(=O)n1	6.0%
CCOC(=O)[C@]12CCCC=C1N(Cc1ccc(Cl)cc1Cl)C(=O)[C@H](CC(=O)NCCCCc1ccccc1)C2	-51.7%
O=S1(=O)C[C@@H](N2CCN(CC3CC3)CC2)[C@H](COCc2ccccc2)N1	0.0%
CN1OC[C@@H]2CN(C(=O)C(C)(C)C)[C@H](c3ccc(-c4cccnc4)cc3)C[C@@H]21	0.0%
CCc1nc2ccc(C(=O)N3CCN(C)CC3)cn2c1N(C)CCCc1ccccc1	31.3%
CC(Oc1ccc(Br)cc1)C(=O)N(Cc1ccccc1)c1c(N)n(Cc2ccccc2)c(=O)[nH]c1=O (configuration not stated)	-29.3%
O=C(NCc1ccc(F)cc1)c1cccc2c1C(=O)c1ccc(N3CCC(N4CCCCC4)CC3)cc1S2(=O)=O	0.0%
CNC(=O)c1ccc2cc(OC)c(OC)cc2c1	3.1%
C[C@H](CO)N1C[C@H](C)[C@H](CN(C)C(=O)OCc2ccccc2)OCc2cnnn2CCCC1=O	12.1%
Cc1ccc(S(=O)(=O)N2CCC(=O)N([C@H](COC(=O)Nc3ccccc3)Cc3ccccc3)CC2)cc1	0.0%
COc1ccc(NC(=O)N(C)C[C@@H]2OCc3cnnn3CCCC(=O)N([C@H](C)CO)C[C@@H]2C)c(OC)c1	4.6%
CSc1ccc(CN2CCC(C)(Oc3cccc(F)c3)C2)cc1 (configuration not stated)	1.7%

Four entries from above in another layout.
BRCA1 expr act,smiles
4.6%,COc1ccc(NC(=O)N(C)C[C@@H]2OCc3cnnn3CCCC(=O)N([C@H](C)CO)C[C@@H]2C)c(OC)c1
12.1%,C[C@H](CO)N1C[C@H](C)[C@H](CN(C)C(=O)OCc2ccccc2)OCc2cnnn2CCCC1=O
3.1%,CNC(=O)c1ccc2cc(OC)c(OC)cc2c1
31.3%,CCc1nc2ccc(C(=O)N3CCN(C)CC3)cn2c1N(C)CCCc1ccccc1

Remaining list, next part.
compound	BRCA1 expr act
COc1ccc(Cl)cc1C1=NOC2(CCC2)C(=O)N1Cc1cccc(C#N)c1	3.3%
CCC(=O)N1CCC(C)(C(=O)Nc2ccc(OC)c(OC)c2)C1 (configuration not stated)	6.3%
O=C(Nc1cccc(Cl)c1Cl)c1csc([C@@H]2O[C@H](CO)[C@@H](O)[C@H]2O)n1	86.8%
CCNC(=O)C1(C)CCCN(C(=O)c2cc(OC)ccc2Br)C1 (configuration not stated)	3.9%
CCc1nc2ccc(C(=O)N3CCNC(=O)C3)cn2c1N(C)CCC(C)C	0.1%
c1ccc(CNc2nc(NCC3CC3)nc3cc(-c4ccccc4)sc23)cc1	-58.7%
O=C1c2ccccc2NC(c2ccccc2O)N1Cc1ccco1 (configuration not stated)	15.4%
COc1ccccc1N(C)c1cc2c(c3c1ccn3C)C1CCC2C1 (configuration not stated)	-18.2%
COc1cccc(CNc2nc3cc(-c4cccc(C(F)(F)F)c4)sc3c(=O)n2C)c1	-7.0%
CC(C)NS(=O)(=O)c1ccc2[nH]c3nc(SCC(=O)Nc4ccc(F)c(F)c4)nnc3c2c1	0.0%
COc1ccccc1S(=O)(=O)N(C)C[C@H]1OCc2cnnn2CCCC(=O)N([C@@H](C)CO)C[C@@H]1C	4.7%
CC(=O)NCCNC(=O)C1Cc2c(-c3ccccc3Oc3ccccc3)ccnc2O1 (configuration not stated)	-3.3%
CCc1cc(C(=O)N(CC)CC(=O)Nc2c(F)cccc2F)sc1C	-12.1%
c1cc(-c2cc3nc(NC4CCCCC4)ccn3n2)ccc1OCCN1CCOCC1	-68.6%
